Compound activity from PubChem.
NPY-Y1 PAM-ag = potentiates or activates human NPY-Y1 receptor; NPY-Y1 expressing cells, potentiator/agonist activation; activation, % at 3.6 µM; 220,000 compounds, 0.37% hits; AID 1304; in the data active means activation above about 33%, passing the limit was not always enough;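 further: cells stimulated with NPY at EC10 then isoproterenol at EC100; 0% = low agonist plus stimulus and 100% = saturating agonist plus stimulus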
Target sequence (P25929 whole entry, looked up): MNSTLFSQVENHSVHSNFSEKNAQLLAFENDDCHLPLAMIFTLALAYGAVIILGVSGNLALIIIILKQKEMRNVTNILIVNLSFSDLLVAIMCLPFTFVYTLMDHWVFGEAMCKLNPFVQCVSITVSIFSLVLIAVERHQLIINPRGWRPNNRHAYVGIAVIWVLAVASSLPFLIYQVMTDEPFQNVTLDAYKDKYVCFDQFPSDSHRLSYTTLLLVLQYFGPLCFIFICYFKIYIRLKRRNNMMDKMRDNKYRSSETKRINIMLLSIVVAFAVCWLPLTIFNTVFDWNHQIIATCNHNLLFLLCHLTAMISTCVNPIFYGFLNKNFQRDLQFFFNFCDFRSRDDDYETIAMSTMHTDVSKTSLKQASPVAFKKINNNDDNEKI
NPY-Y1 antag = antagonists of human neuropeptide Y receptor Y1; P25929; HEK293-CNG Y1 cells, membrane potential fluorescence; NPY at EC95, then isoproterenol; inhibition, % at 3.6 µM; 200,000 compounds, 1% hits; AID 1040;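 active means inhibition above the campaign mean inhibition of all tested compounds plus 3 SD, cut at about 20% in these data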;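 further: 0% = DMSO wells given NPY plus isoproterenol and 100% = isoproterenol alone without NPY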
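material = HEK293 cells with Y1 receptor plus CNG channel | also added = NPY 25 nM then isoproterenol 1 µM plus Ro 20-1724 25 µM | schedule = dye 3 h, compound 60 min room temperature, stimulation 45 min | measured by = membrane potential fluorescence | benchmarks = high control isoproterenol alone, low control NPY with isoproterenol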
Runt-CBFb FRET = Runt domain-CBFb interaction inhibition; Q01196+Q13951; Cerulean-Runt/Venus-CBFb FRET ratio 530/480, 1 h; inhibition, % at 20 µM; 220,000 compounds, 0.46% hits;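 active means inhibition over about 50% at 20 µM in the single-dose screen, limit read from the data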;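 further: 0% = DMSO wells and 100% = excess unlabeled CBFb competitor control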
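Measured by: fluorescence energy transfer, 422 nm excitation, 530/480 nm emission; test system: Cerulean-tagged RUNX1 Runt domain (FRET donor) fusion protein; buffer or medium: Tris pH 7.5 buffer with BSA; compound: one dose, 20 µM compound, 1% DMSO; times: two 1 h room-temperature incubations shielded from light; benchmarks: unlabeled CBFb 5 µM, positive control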
RBBP9 inh = blocks human serine hydrolase RBBP9. O75884. recombinant RBBP9, FP-Rh probe fluorescence polarization. inhibition, % at 7.94 µM. 220,000 compounds, 0.2% hits. AID 1515;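 active means inhibition above the campaign mean of all tested compounds plus 3 SD, cut at about 14% in these data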;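 further: plate controls were DMSO wells with RBBP9 for no effect and wells lacking RBBP9 protein for full effect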
Target sequence (O75884 whole entry, looked up): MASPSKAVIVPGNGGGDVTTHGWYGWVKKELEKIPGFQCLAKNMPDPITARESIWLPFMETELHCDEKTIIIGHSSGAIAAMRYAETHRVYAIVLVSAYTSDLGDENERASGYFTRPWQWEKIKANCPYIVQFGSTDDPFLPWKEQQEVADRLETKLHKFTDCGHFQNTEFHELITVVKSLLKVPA
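Measured by: FP readout at 525/598 nm; material: recombinant human RBBP9; also added: Serine-hydrolase probe FP-Rh, 375 nM pre-mixing; medium: Tris buffer pH 8.0, NaCl, Pluronic; replication: one well per compound; doses: one concentration, 7.94 µM nominal, 0.794% DMSO; timing: preincubation 30 min plus labeling 45 min at 25 °C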
Ba/F3 V617F tox = loss of viability in JAK2V617F-driven Ba/F3 cells; Ba/F3 EpoR-JAK2V617F viability, ATP luminescence; inhibition, % at 5.6 µM; 220,000 compounds, 1.1% hits;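 active means inhibition above the campaign mean plus 3 SD over all tested compounds, cut at about 24% in these data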;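 further: cytokine-independent growth of Ba/F3 cells driven by EpoR plus mutant JAK2; 0% = DMSO-treated cells and 100% = JAK inhibitor I control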
S1P4 antag = human S1P4 receptor antagonism; S1P4-expressing cells, antagonist mode, reporter read-out; O95977; inhibition, % at 4.98 µM; 220,000 compounds, 0.26% hits; in the data active means inhibition above about 29%;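 further: 0% = wells stimulated with agonist and 100% = vehicle wells without agonist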
Target sequence (O95977 whole entry, looked up): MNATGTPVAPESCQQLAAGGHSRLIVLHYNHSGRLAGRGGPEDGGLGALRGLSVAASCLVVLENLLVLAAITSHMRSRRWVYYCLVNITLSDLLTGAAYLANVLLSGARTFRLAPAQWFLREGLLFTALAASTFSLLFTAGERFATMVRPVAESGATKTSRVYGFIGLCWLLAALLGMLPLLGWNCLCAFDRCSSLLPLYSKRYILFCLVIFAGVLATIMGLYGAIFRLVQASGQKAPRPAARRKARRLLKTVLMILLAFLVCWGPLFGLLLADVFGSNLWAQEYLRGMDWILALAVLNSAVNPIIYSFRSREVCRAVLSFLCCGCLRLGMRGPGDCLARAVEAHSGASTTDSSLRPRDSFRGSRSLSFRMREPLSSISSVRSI
NPY-Y2 PAM-ag = potentiates or activates human NPY-Y2 receptor. P49146. cells expressing NPY-Y2, potentiator/agonist read-out. activation, % at 3.6 µM. 220,000 compounds, 0.45% hits. AID 1359; in the data active means activation above about 27%;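 further: cells stimulated with NPY near EC25 plus isoproterenol at EC100; 0% = vehicle plus submaximal agonist and 100% = vehicle plus saturating agonist; some results beyond the cut were filed as inactive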
S1P4 ag = agonists of human S1P4 receptor; O95977; 220,000 compounds, 0.35% hits; S1P4-expressing cell line, agonist reporter assay; activation, % at 4.98 µM; in the data active means activation above about 11%;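 further: 0% = DMSO vehicle and 100% = reference agonist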
BaF3 tox = parental Ba/F3 viability inhibition as JAK2V617F counter-screen; CellTiter-Glo ATP luminescence; inhibition, % at 5.6 µM; 220,000 compounds, 1.1% hits; AID 1486;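 active means inhibition above a per-campaign cutoff, the mean inhibition of all tested compounds plus 3 SD, cut at about 27% in these data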;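 further: 0% = DMSO wells and 100% = JAK Inhibitor I control wells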
Numbers without * were called inactive; . = not tested or not shown.

The first 14 records as a preview:
Molecule	S1P4 antag	NPY-Y1 antag	Ba/F3 V617F tox	S1P4 ag	NPY-Y2 PAM-ag	Runt-CBFb FRET	NPY-Y1 PAM-ag	BaF3 tox	RBBP9 inh
Cn1nc(C(F)(F)F)c2cc(C(=O)Nc3ccc(Cl)cc3)sc21	-6	2	4	0.6	-3	-5	-7	3	-3
CCNC(=O)C12CCC(C)(c3nc4cc(C)c(C)cc4nc31)C2(C)C (configuration not stated)	-4	4	-2	2.5	1	-1	0	2	3
O=C(NC(=S)Nc1ccccc1)c1csnn1	-6	3	-3	1.2	4	0	0	-1	-9
CCCCN1CC2=C(C1=O)C(c1ccc(O)cc1)NC(=O)N2C (configuration not stated)	2	0	0	1.6	-2	0	-9	0	2
C=C(C)c1cccc(C(C)(C)NC(=O)Nc2ncccn2)c1	-34	-8	-3	-2.5	6	-1	4	0	-2
Cc1ccc(NC(=O)CNS(=O)(=O)c2ccc(F)cc2)cc1C	2	0	0	3.5	9	0	13	5	-6
COc1cc(NS(=O)(=O)c2ccc(N/C=C\C(=O)c3ccc(C)cc3)cc2)nc(OC)n1	-22	-1	0	1.1	-1	.	-9	4	-4
O=C(NC(Cc1ccccc1)C(=O)O)/C(=C/c1ccccc1)NC(=O)c1ccccc1 (configuration not stated)	45*	3	-3	1.0	8	1	-16	5	-6
CC(=O)c1c(-c2ccc(C)cc2)nc2c3ccccc3ccn12	-4	2	3	-0.7	-6	-2	-18	4	-3
CCCCNC(=S)Nc1cccc2cnccc12	-10	2	-1	0.0	11	3	9	5	-3
CCN(C(=O)Nc1ccccc1OC)c1c(N)n(Cc2ccccc2)c(=O)[nH]c1=O	-7	0	-1	2.8	5	2	16	6	-9
O=C(Oc1ccc2c(c1)CCC2)N1CCOCC1	-23	-2	-4	-2.6	-2	0	11	3	-10
O=C(/C=C/c1ccc(Cl)cc1Cl)N(Cc1ccc(Cl)cc1)C1CCS(=O)(=O)C1 (configuration not stated)	-27	0	-2	0.3	2	-4	0	3	-7
CC(C)OC(=O)/C(=C\c1cccc2ccccc12)NC(=O)c1ccccc1	12	15	-4	0.6	-3	-2	-55	2	1

The listing, from the first entry:
Molecule	S1P4 antag	NPY-Y1 antag	Ba/F3 V617F tox	S1P4 ag	NPY-Y2 PAM-ag	Runt-CBFb FRET	NPY-Y1 PAM-ag	BaF3 tox	RBBP9 inh
Cn1nc(C(F)(F)F)c2cc(C(=O)Nc3ccc(Cl)cc3)sc21	-6	2	4	0.6	-3	-5	-7	3	-3
CCNC(=O)C12CCC(C)(c3nc4cc(C)c(C)cc4nc31)C2(C)C (configuration not stated)	-4	4	-2	2.5	1	-1	0	2	3
O=C(NC(=S)Nc1ccccc1)c1csnn1	-6	3	-3	1.2	4	0	0	-1	-9
CCCCN1CC2=C(C1=O)C(c1ccc(O)cc1)NC(=O)N2C (configuration not stated)	2	0	0	1.6	-2	0	-9	0	2
C=C(C)c1cccc(C(C)(C)NC(=O)Nc2ncccn2)c1	-34	-8	-3	-2.5	6	-1	4	0	-2
Cc1ccc(NC(=O)CNS(=O)(=O)c2ccc(F)cc2)cc1C	2	0	0	3.5	9	0	13	5	-6
COc1cc(NS(=O)(=O)c2ccc(N/C=C\C(=O)c3ccc(C)cc3)cc2)nc(OC)n1	-22	-1	0	1.1	-1	.	-9	4	-4
O=C(NC(Cc1ccccc1)C(=O)O)/C(=C/c1ccccc1)NC(=O)c1ccccc1 (configuration not stated)	45*	3	-3	1.0	8	1	-16	5	-6
CC(=O)c1c(-c2ccc(C)cc2)nc2c3ccccc3ccn12	-4	2	3	-0.7	-6	-2	-18	4	-3
CCCCNC(=S)Nc1cccc2cnccc12	-10	2	-1	0.0	11	3	9	5	-3
CCN(C(=O)Nc1ccccc1OC)c1c(N)n(Cc2ccccc2)c(=O)[nH]c1=O	-7	0	-1	2.8	5	2	16	6	-9
O=C(Oc1ccc2c(c1)CCC2)N1CCOCC1	-23	-2	-4	-2.6	-2	0	11	3	-10
O=C(/C=C/c1ccc(Cl)cc1Cl)N(Cc1ccc(Cl)cc1)C1CCS(=O)(=O)C1 (configuration not stated)	-27	0	-2	0.3	2	-4	0	3	-7
CC(C)OC(=O)/C(=C\c1cccc2ccccc12)NC(=O)c1ccccc1	12	15	-4	0.6	-3	-2	-55	2	1
COc1cc(NC(=O)C2CCN(S(=O)(=O)c3cccnc3)CC2)cc(OC)c1OC	-19	-4	6	0.2	-15	-1	-15	6	-5
S=C1NC2(CCCC2)N=C1c1ccccc1	10	-2	3	-1.4	-3	2	14	6	-3
COC(=O)C1C2C=CC3(CN(c4cccc(Cl)c4)C(=O)C13)O2 (configuration not stated)	-1	2	-3	0.6	-4	0	2	4	-3
CCCOc1ccc2c(=O)c(N3C(=O)c4ccccc4C3=O)c(C)oc2c1	-23	0	1	-1.7	-7	-2	-3	1	-7
CCN(CC)S(=O)(=O)c1cc(NC(=O)CCCOc2ccc(C(C)=O)cc2)ccc1C	-13	-1	-2	-0.4	9	-3	24	5	-6
CCOc1ccccc1N1CCN(Cc2c(C)n(C)n(-c3ccccc3)c2=O)CC1	-4	-1	0	0.2	-2	-1	1	3	-10
O=C(CCN1C(=O)c2ccccc2C1=O)N1CCOCC1	4	5	-2	1.6	-10	0	-21	0	13
COCc1cc(C)nc(OCC(=O)N/N=C/c2ccc(OC)c(OC)c2)c1C#N	-15	-4	1	-1.0	-7	-8	-21	1	-7
N[C@@H](Cc1ccccc1)c1nnc(SC/C=C/c2ccccc2)o1	4	.	-3	0.6	-17	-1	-26	-5	-2
CC(=O)CCc1oc2ccc(NC(C)=O)cc2c1-c1ccc(C)o1	-32	-6	-1	1.3	14	19	26	1	-11
CSc1sc(C)cc1C=O	-7	0	1	1.6	5	1	12	3	-2
CCOc1ccc(S(=O)(=O)Nc2nc3ccccc3nc2-n2ccc(=NC(=O)c3ccccc3C)cc2)cc1	4	.	0	3.2	10	-63	35	-7	-2
Cc1ccc(S(=O)(=O)N(Cc2ccccc2)c2ccccc2C(=O)Nc2ccccc2C(=O)NCc2ccco2)cc1	3	1	0	-0.2	4	0	-16	3	-21
Cc1ccccc1Cn1c(=N)n(CC(=O)c2ccco2)c2ccccc21	1	8	-3	0.1	6	2	-10	5	-7
COC(=O)C1=C(C)Nc2nc3ccccc3n2C1c1cc(OC)c(OC)c(OC)c1 (configuration not stated)	-16	.	-4	2.6	-3	-4	5	-3	-1
CCC(=O)Nc1ccc(/C(C)=N/NC(=O)c2c(-c3ccccc3Cl)noc2C)cc1	0	2	5	-0.9	-9	-3	-5	8	-2
Cc1ccc(S(=O)(=O)/C(C#N)=C/c2c(N3CCC(C(N)=O)CC3)nc3c(C)cccn3c2=O)cc1	-13	6	0	0.1	5	-8	-5	5	-6
COc1ccc(/C=N/NC(=S)SC)cc1OC	5	6	2	0.8	-6	5	10	8	-2
O=S(=O)(NC(=S)NC1CCCCC1)c1cccs1	12	3	-2	-1.7	12	0	-2	-2	4
CC(NC(=O)c1ccc(C(C)(C)C)cc1)C(=O)O (configuration not stated)	14	5	-3	-2.6	-14	3	-18	2	-10
COc1ccc(OC)c(S(=O)(=O)Nc2ccccc2C)c1	-9	-6	0	-1.9	-4	0	-13	1	3
O=C(Cc1ccc(Cl)cc1)Nc1cccc(S(=O)(=O)Nc2ccccc2F)c1	-18	-8	-1	-1.4	38*	-1	38	7	-10
COCCNC(=S)N/N=C1\CC(C)CC(C)(C)C1 (configuration not stated)	11	0	-4	-0.5	5	1	20	0	-8
COCCN(C(=O)CCc1ccc(OC)cc1)c1nnc(-c2ccncc2)s1	-9	2	-2	-3.0	-18	-3	0	2	11
CCOC(=O)c1nn(-c2ccc(Cl)cc2)cc1O	-2	.	-3	1.4	13	0	19	-1	-2
COC(=O)c1cc(=O)n(Cc2ccco2)c(=Nc2ccc(F)c(Cl)c2)s1	34*	1	-3	-0.4	4	6	2	10	-12
COC(=O)c1cccc(/C=N/NC(N)=S)c1O	13	.	0	-0.3	-23	39	-9	7	-4
O=C(CSCc1ccc(Br)cc1)NC1CC1	-13	1	-2	0.6	0	0	15	-1	-9
O=C(CN(c1ccc(Br)cc1)S(=O)(=O)c1ccc(Cl)c([N+](=O)[O-])c1)NCCc1ccccc1	-14	-5	-2	-0.1	1	-2	7	10	1
COCCOC(=O)C1=C(C)N(Cc2ccccc2)C(=O)NC1c1ccc(OC)cc1 (configuration not stated)	-17	8	-5	3.4	4	1	10	3	-1
O=C(COC(=O)c1ccc(F)c(S(=O)(=O)N2CCCCC2)c1)NCc1ccc(F)cc1	-24	8	1	-1.0	-5	-1	-10	5	-1
COc1ccc(NC(=O)COC(=O)C2CCC(C(C)(C)C)CC2)c([N+](=O)[O-])c1 (configuration not stated)	-4	2	-1	1.2	-4	-13	3	0	1
CCOC(=O)c1sc(=S)n(-c2cccc(OC)c2)c1N	-3	-4	-2	-2.7	-7	34	-9	-2	-4
S=C(NCCc1ccccc1)N/N=C/c1c(Cl)cccc1Cl	-9	22*	-2	0.2	-17	-3	-41	1	-5

Entries listed above printed as active in NPY-Y1 antag.
| compound | S1P4 antag | NPY-Y1 antag | S1P4 ag | NPY-Y2 PAM-ag | Runt-CBFb FRET | NPY-Y1 PAM-ag | RBBP9 inh |
| --- | --- | --- | --- | --- | --- | --- | --- |
| S=C(NCCc1ccccc1)N/N=C/c1c(Cl)cccc1Cl | -9 | 22* | 0.2 | -17 | -3 | -41 | -5 |

Remaining list, next part.
Molecule	S1P4 antag	NPY-Y1 antag	Ba/F3 V617F tox	S1P4 ag	NPY-Y2 PAM-ag	Runt-CBFb FRET	NPY-Y1 PAM-ag	BaF3 tox	RBBP9 inh
Cc1ccccc1Cn1ccc(NC(=O)CCSc2nc(-c3ccco3)cc(C(F)(F)F)n2)n1	-9	8	-3	1.0	-21	-2	-26	0	-3
CN(C)/C(=N\O)c1c(Cl)cccc1Cl	20	.	0	1.0	4	1	5	2	-12
CCNC(=S)N=Nc1c(O)[nH]c2ccc([N+](=O)[O-])cc12	-23	-3	0	1.4	11	0	8	-2	-6
CCOC(=O)Cc1nn(CCc2ccccn2)c(=O)c2ccccc12	-17	6	2	1.8	-4	-1	2	5	-5
COc1cc2c(cc1OC)C1(CCCC1)CNC2c1ccc([N+](=O)[O-])cc1 (configuration not stated)	4	2	5	-0.7	-1	1	-12	7	3
Fc1ccccc1CN(CCN1CCOCC1)C(=S)Nc1ccccc1Cl	15	2	-1	0.2	11	1	12	2	-5
CCc1cc(C(=O)N/N=C/c2c(C)[nH]c3ccccc23)cs1	10	-2	3	0.0	10	-3	10	8	-8
